Source: PubChem
rCAG RNA binder: binders of r(CAG) RNA repeats, primary screen, biochemical, fluorescence; r(CAG) RNA repeat, TO-PRO-1 dye displacement fluorescence; inhibition, % at 3 µM; 370,000 tested, 1.3% active;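 active = inhibition above the plate cutoff, the mean of all test compounds on that plate plus 3 SD, cut at about 35% in these data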;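 also: 0% = DMSO alone and 100% = 100 µM mitoxantrone as full dye displacement; higher means more dye released from RNA so lower well fluorescence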
ASAP1 inh: inhibitors of human ASAP1 ArfGAP activity, primary screen, biochemical, fluorescence polarization. ASAP1-stimulated ARF1 GTP hydrolysis, GDP FP detection. inhibition, % at 16.5 µM. 360,000 tested, 0.19% active; in the data active = inhibition above about 25%;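 also: 0% = vehicle with enzyme and substrate and 100% = no enzyme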
ADAM10 inh: human ADAM10 inhibitors, primary screen, biochemical, QFRET, HTS | inhibition, % at 7 µM | recombinant ADAM10, EDANS/DABCYL FRET peptide cleavage, 3 h | 370,000 tested, 0.62% active | Disintegrin and metalloproteinase domain-containing protein 10 (Homo sapiens), O14672;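 active = inhibition above a per-campaign cutoff equal to the mean of compounds falling between control-based bounds plus 3 SD, cut at about 20% in these data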;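 also: 0% = DMSO wells while the 100% control is not disclosed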
Target sequence (O14672 214-748 limits assumed): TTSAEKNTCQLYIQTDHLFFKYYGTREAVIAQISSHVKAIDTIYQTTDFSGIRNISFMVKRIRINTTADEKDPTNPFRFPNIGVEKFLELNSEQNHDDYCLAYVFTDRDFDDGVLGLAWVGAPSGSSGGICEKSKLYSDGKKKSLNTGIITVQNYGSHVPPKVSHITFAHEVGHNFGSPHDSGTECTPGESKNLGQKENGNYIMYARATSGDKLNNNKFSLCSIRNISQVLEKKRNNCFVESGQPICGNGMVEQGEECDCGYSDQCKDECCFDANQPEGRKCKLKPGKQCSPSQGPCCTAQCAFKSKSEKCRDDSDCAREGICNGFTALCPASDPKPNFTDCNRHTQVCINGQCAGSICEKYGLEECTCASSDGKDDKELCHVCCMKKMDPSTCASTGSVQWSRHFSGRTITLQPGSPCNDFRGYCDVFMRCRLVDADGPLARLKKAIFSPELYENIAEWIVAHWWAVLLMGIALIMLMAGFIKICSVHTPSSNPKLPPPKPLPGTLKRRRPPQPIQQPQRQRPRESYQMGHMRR
GC-A act: GC-A stimulated cGMP production enhancers – HEK293 GC-A cells, cGMP TR-FRET, EC30 ANP, primary screen. activation, % at 10 µM. 370,000 tested, 0.14% active. AID 1671463, 2021. 0% at EC30 ANP, 100% saturating ANP. Atrial natriuretic peptide receptor 1 (Homo sapiens), P16066; in the data active = activation above about 40%
sPLA2-III inh: human group III sPLA2 inhibitors, primary screen, biochemical, QFRET, BODIPY PC-A2 liposome substrate; inhibition, % at 12.2 µM; QFRET BODIPY PC-A2 liposome hydrolysis, fluorescence; Group 3 secretory phospholipase A2 (Homo sapiens), Q9NZ20; 370,000 tested, 0.56% active;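 active = inhibition above mean plus 3 SD of compounds lying within the high and low control bounds, cut at about 19% in these data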;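 also: 0% = median of test compound wells and 100% = no enzyme DMSO wells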
Target sequence (Q9NZ20 whole entry, looked up): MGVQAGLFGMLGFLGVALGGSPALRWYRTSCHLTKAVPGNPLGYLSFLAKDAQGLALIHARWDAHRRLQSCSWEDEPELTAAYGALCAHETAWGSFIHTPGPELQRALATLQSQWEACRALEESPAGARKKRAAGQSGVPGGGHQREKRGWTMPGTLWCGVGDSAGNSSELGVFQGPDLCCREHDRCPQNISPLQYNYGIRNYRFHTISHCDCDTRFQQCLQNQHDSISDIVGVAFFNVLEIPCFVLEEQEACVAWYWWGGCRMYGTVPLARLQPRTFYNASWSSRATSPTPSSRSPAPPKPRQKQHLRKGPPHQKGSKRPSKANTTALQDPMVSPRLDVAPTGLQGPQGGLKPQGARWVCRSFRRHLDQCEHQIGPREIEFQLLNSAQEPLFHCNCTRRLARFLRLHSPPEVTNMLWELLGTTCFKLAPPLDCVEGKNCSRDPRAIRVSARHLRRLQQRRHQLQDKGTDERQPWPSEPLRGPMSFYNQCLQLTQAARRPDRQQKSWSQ
proKLK7 act: proKLK7 zymogen activators, primary screen, biochemical, fluorescence intensity | Kallikrein-7 (Homo sapiens), P49862 | purified proKLK7, EDANS-DABCYL substrate fluorescence; 100% is mature enzyme control, 0% vehicle | activation, % at 7 µM | 370,000 tested, 0.9% active;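 active = activation above the mean of all tested compounds plus 3 SD, computed per campaign excluding outliers beyond control limits, cut at about 13% in these data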
GC-B act: human GC-B receptor activators, primary screen, HEK293 GC-B cells, cGMP TR-FRET, EC30 CNP. 370,000 tested, 0.11% active. 0% at EC30 CNP, 100% saturating CNP. activation, % at 10 µM;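 active = activation at 10 µM reaching about 35% in either raw or pattern-adjusted values, limit read from the data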
GAA850 FXN act: FXN promoter activators, primary screen, cell-based, luciferase luminescence, HEK293 lucGAA850. 360,000 tested, 0.56% active. HEK293 lucGAA850 FXN promoter luciferase reporter, 24 h; percent of 10 µM SAHA response. activation, % at 6 µM. AID 540364, 2011;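 active = activation above the average of all compounds screened plus 3 SD, cutoff fixed separately per campaign, cut at about 7.5% in these data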;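 also: 0% = DMSO wells and 100% = 10 µM SAHA wells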
DDE Tn6 FP inh: inhibitors of Tn6 peptide binding to fibrin DD(E), primary screen, biochemical, fluorescence polarization, human fibrin, Tn6 probe | Fibrinogen beta chain (Homo sapiens), P02675 | Fibrin DD(E) TRITC-Tn6 fluorescence polarization displacement | 370,000 tested, 0.21% active | inhibition, % at 8.3 µM;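 active = inhibition above a per-campaign cutoff: mean of compounds within control limits plus 3 SD, cut at about 15% in these data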;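 also: 0% = median of all compound wells on the plate and 100% = blocking peptide control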
ARFGAP1 inh: inhibitors of rat ARFGAP1 GAP activity, primary screen, biochemical, fluorescence polarization, GDP tracer; ADP-ribosylation factor GTPase-activating protein 1 (Rattus norvegicus), Q62848; Arfgap1-stimulated ARF1 GTP hydrolysis, GDP FP detection; inhibition, % at 16.5 µM; 360,000 tested, 0.26% active; AID 651572, 2012;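 active = inhibition above a per-plate limit, mean inhibition of low control wells plus 3 SD, cut at about 25% in these data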;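 also: 0% = DMSO wells with enzyme and 100% = wells lacking Arfgap1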
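System: truncated rat Arfgap1 GAP domain / Medium: HEPES-based buffer, pH 7.5 / Also added: N-terminally truncated human ARF1-GTP substrate / Incubation: enzyme reaction 120 min at 25 °C after 20 min preincubation / Measured by: FP of antibody-bound GDP Alexa 633 tracer, ex 620/em 688 nm / Replicates: singlicate, each compound tested once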
Numbers without * were called inactive; i = inactive; x = not tested or not shown.

SMILES	rCAG RNA binder	ASAP1 inh	ADAM10 inh	GC-A act	sPLA2-III inh	proKLK7 act	GC-B act	GAA850 FXN act	DDE Tn6 FP inh	ARFGAP1 inh
Cc1cn([C@H]2C[C@H](O)[C@@H](CCC(=O)NCCCn3ccnc3)O2)c(=O)[nH]c1=O	2	-7	3	-1	2	0.1	-4	0.9	0	0
CCCc1cc(=O)oc2cc(C)cc(OCC(=O)NC(Cc3ccc(Cl)cc3)C(=O)O)c12 (configuration not stated)	45*	-1	i	4	-19	6.4	0	-0.6	-8	10
COc1ccc(-c2sc3ccc(N4CCOCC4)cc3c2C#Cc2ccsc2)cc1	20	4	-86	-3	0	-8.0	-11	4.2	0	4
Cc1ccc(S(=O)(=O)Nc2c(C)n(C)n(-c3ccccc3)c2=O)c(C)c1	-2	-1	1	0	-7	0.2	-1	-0.1	8	-6
CCN1CCN(c2ncnc3c2cnn3-c2ccccc2)CC1	-2	13	-14	4	5	-0.6	-3	3.3	-5	2
Cc1ccc(NC(=S)N(Cc2ccccc2)Cc2cccs2)c(C)c1	1	-11	5	-3	1	-0.2	3	-0.3	2	2
COc1ccc(CN(C(=O)c2ccco2)C2CCS(=O)(=O)C2)cc1 (configuration not stated)	-2	0	-1	0	-6	-0.4	-4	0.4	-1	9
CC(=O)c1sc(NC(=O)CN2C(=O)NC3(CCCC3)C2=O)nc1-c1ccccc1	3	0	2	-1	-6	0.0	-8	-1.7	2	2
Cc1oc(C(=O)O)cc1COc1cccc2cccnc12	3	-12	-3	1	-10	-0.5	8	-0.9	-1	-12
COc1ccc(-n2nc3c(N)n[nH]c3cc2=O)cc1	3	-3	10	0	-6	-1.1	6	1.4	-4	-18
CCOc1ccc(S(=O)(=O)NCCC(=O)N2CC(C)OC(C)C2)cc1 (configuration not stated)	-4	0	-6	4	4	0.1	2	-0.2	4	5
COc1ccc(N2CCN(S(=O)(=O)c3cc(-c4cc(C)no4)ccc3C(C)C)CC2)cc1	9	5	5	0	2	-2.1	-2	-2.3	2	5
Cn1c(=O)c2[nH]c(CN3CCCCC3)nc2n(C)c1=O	2	-2	0	0	1	-0.1	-2	1.4	5	0
Cc1ccccc1-c1cc2nc(NCc3ccc(N(C)C)cc3)n(C)c(=O)c2s1	8	8	-7	-6	-2	-1.1	-4	1.0	0	-1
C=CCn1cnc2c(nnn2-c2ccc(OC)c(OC)c2)c1=O	-2	2	1	1	2	0.1	-5	1.0	-1	9
CC(=O)Oc1cc(C(=O)OCC(=O)N2CCc3ccccc3C2)cc(OC(C)=O)c1OC(C)=O	14	-13	-3	-7	9	0.0	-4	3.9	-3	2
COc1ccc(NC(=S)NNC(=O)c2nnn(-c3ccccc3)c2C)cc1	7	7	10	-5	35*	-0.7	4	-1.5	-2	4
O=C(NCc1cccc(C(F)(F)F)c1)C1CC(c2ccccc2F)=NO1 (configuration not stated)	-6	3	2	2	3	-0.1	-1	0.6	1	-8
O=C(COc1ccc(Cl)cc1)Nc1cc2c3c(c1)CC(=O)N3CCC2	1	-2	-11	0	-3	0.3	-3	-0.9	-5	-8
CNC(=O)C(NC(=O)Nc1ccc(C)cc1)C(C)(C)C (configuration not stated)	1	-3	2	-3	4	-0.5	-3	-0.3	7	3

Single entries from the list.
Entry of CCOc1ccc(S(=O)(=O)NCCC(=O)N2CC(C)OC(C)C2)cc1 (configuration not stated) under GC-B act: 2
Entry of Cc1ccccc1-c1cc2nc(NCc3ccc(N(C)C)cc3)n(C)c(=O)c2s1 under DDE Tn6 FP inh: 0
Entry of Cc1cn([C@H]2C[C@H](O)[C@@H](CCC(=O)NCCCn3ccnc3)O2)c(=O)[nH]c1=O under DDE Tn6 FP inh: 0

Later entries
SMILES	rCAG RNA binder	ASAP1 inh	ADAM10 inh	GC-A act	sPLA2-III inh	proKLK7 act	GC-B act	GAA850 FXN act	DDE Tn6 FP inh	ARFGAP1 inh
Cc1noc(C)c1COC(=O)C1CCN(C(=O)c2ccc(Cl)cc2)CC1	-7	10	2	1	-5	-0.4	4	0.0	6	-14
O=C(NNC(=S)NC(=O)c1ccco1)c1ccc(F)cc1	0	4	7	5	7	0.4	2	-2.9	3	-4
COc1cc(CN2CCN(C(=O)CC(C)C)CC2)cc(OC)c1O	-5	9	-4	0	6	-0.7	4	-0.9	4	13
CCNc1nc(NCC)nc(OCCNS(=O)(=O)c2cc(C)ccc2C)n1	-1	0	-6	-1	-6	-0.3	2	2.7	2	4
COC(=O)[C@]12C[C@H](CC(=O)NCc3ccccc3)C(=O)N(Cc3ccc(Cl)cc3Cl)C1=C[C@H](COCc1ccccc1)O[C@@H]2C	12	x	11	-6	-15	0.5	-1	x	1	x
O=C(NCCC(=O)N(CCc1ccccc1)Cc1ccccc1)c1ccc([N+](=O)[O-])cc1	-7	-2	0	-7	-7	0.3	-5	-1.2	1	0
Cc1cccc(C)c1NC(=O)CN(C)C(=O)c1ccccc1Sc1ccccc1C#N	0	5	4	0	-8	0.9	-1	-0.2	5	-3
CC(C)C[C@H](NC1(C(=O)NCCc2c[nH]c3ccccc23)CCC1)C(=O)NCCCc1ccccc1	x	x	6	1	-43	x	-11	x	5	x
CN(C)C(=O)c1cc(C(=O)c2ccccc2F)c[nH]1	-1	0	4	1	7	-0.1	5	2.8	5	14
CC1CCCN(CCCNC(=O)c2ccc(N3CCCC3=O)cc2)C1 (configuration not stated)	0	-19	8	3	5	-0.3	3	0.5	0	-12
COc1ccc(NC(=O)C2CCCN(S(=O)(=O)c3ccc(Cl)cc3)C2)cc1OC (configuration not stated)	0	11	2	0	-6	0.8	-6	0.8	4	-3
C=CC[C@H](CC(=O)NCCO)C(=O)N[C@H](COC(=O)[C@@H](CC=C)Cc1ccc(F)cc1)C(C)(C)C	-11	9	1	-3	1	0.5	-3	1.1	-2	6
C=CCn1c(=O)c(C(=O)Nc2ccc(C)cc2)c(O)c2ccccc21	1	-7	-4	0	7	-0.1	-7	1.8	-5	3
CC(=O)Nc1ccc(NC(=O)COC(=O)CCc2nc3ccccc3s2)cc1	-3	6	6	0	5	0.4	-5	-2.6	1	-5
CCCn1c(OC)nc2c1c(=O)n(C)c(=O)n2C	1	-3	-2	-2	-3	-0.1	-5	0.6	-4	13
O=C(O)C1C(c2ccccc2)C(C(=O)OCc2ccco2)C1c1ccccc1 (configuration not stated)	12	0	-5	-2	2	-0.7	6	-3.1	3	11
CCOc1cccc2cc(C(=O)NCc3ccc(F)cc3)c(=N)oc12	-1	-1	-6	2	4	0.2	3	0.4	-1	3
O=S(=O)(c1cnc[nH]1)N1CCN(c2ccc(F)cc2)CC1	-1	-11	-2	-3	-16	0.3	-2	-2.4	0	12
Cc1c(OCc2ccccc2)c(=O)ccn1Cc1ccc(Cl)cc1	1	10	-7	-16	-9	0.2	-29	0.8	1	5
O=C(CN1CCN(C(c2ccccc2)c2ccccc2)CC1)NCc1ccccc1	-4	5	2	5	-2	-0.4	1	1.4	-5	2
COCCNC(=S)Nc1ccc([N+](=O)[O-])cc1C	-1	18	0	1	-1	0.1	8	-0.5	3	12
CC(=O)c1c(C)[nH]c(C(=O)Nc2ccccn2)c1C	0	-16	-10	-1	7	-0.3	-1	3.8	-5	3
Cc1noc(C)c1COc1cccc(C(=O)Nc2cccnc2)c1	-5	-4	-6	-4	1	0.2	1	-0.1	3	4
CCOc1ccc(NCc2cccn2-c2nnc(N3CCC(C(=O)NCCCN4CCCCC4CC)CC3)s2)cc1 (configuration not stated)	2	0	-2	-3	3	0.4	-2	2.6	-1	-1
O=C(O)c1ccccc1C(=O)NCc1ccc2c(c1)OCO2	2	0	4	4	9	-0.8	-2	3.1	-7	8
c1ccc(N2CCN(c3nc(-c4ccccn4)nc4ccccc34)CC2)cc1	-8	4	1	1	12	0.2	-7	-3.4	-4	1
CCCn1c(=O)c2c(C(=O)OCC)cc(-c3ccco3)nc2n(CCC)c1=O	0	-4	-104	27	-2	-23	32	3.6	4	-9
COc1ccc(/C=N/NC(=O)c2ccccc2O)cc1CSc1ccccn1	14	10	-22	5	-21	-0.3	-1	-0.7	-1	1
O=C(N/N=C/c1c[nH]c2ccccc12)c1cccs1	1	-2	-4	-6	-11	0.7	0	2.0	2	4
COCCN(C(=O)CNC(=O)c1ccco1)C(C(=O)NC1CCCCC1)c1cccc(OC)c1 (configuration not stated)	-4	-1	-6	-5	0	-0.2	-5	1.6	0	-8
Cc1ccc(C(=O)NC(=S)N2CCN(C)CC2)cc1	-1	-9	-1	4	13	0.0	4	3.5	-6	-6
O=S1(=O)CCN2C(c3ccco3)=CSC2=N1	3	10	-3	7	7	-0.2	-3	-0.1	1	0
O=C(NNC(=O)C1CC1)c1cccc([N+](=O)[O-])c1	-2	-1	-15	3	5	0.2	2	-2.5	-8	10
c1ccc(Cn2c(SCC3CCC3)nnc2-c2cccnc2)cc1	-1	x	3	-7	3	0.1	2	x	5	x
O=C(c1ccc(CSc2ccc(Cl)cc2)o1)N1CCOCC1	-1	4	-11	2	-4	-0.2	-1	x	2	-10
COc1cc(-c2nc3cnccn3c2Nc2c(C)cccc2C)ccc1O	-2	9	-140	1	-24	-4.0	-5	0.0	-2	4
C/C(=N\N=C\c1ccc(N(C)C)cc1)c1cccc([N+](=O)[O-])c1	3	-6	3	3	4	-2.1	4	2.2	1	-3
Cc1nn2c(CN(C(=O)c3ccco3)c3ccccc3)nnc2c2ccccc12	-3	-24	10	-5	1	-0.7	-4	1.3	0	3
O=c1c(-c2ccc(O)cc2)coc2c([C@@H]3O[C@H](CO)[C@@H](O)[C@H](O)[C@H]3O)c(O)ccc12	1	-3	i	2	0	12	-3	-2.1	-3	3
COC(=O)c1cc(C)sc1NC(=O)CC1Nc2ccccc2NC1=O (configuration not stated)	8	2	-66	-6	-25	-1.4	0	0.0	-4	-9
CCOc1ccc(N2C(=O)CC(SC(=NC)Nc3cccc(F)c3)C2=O)cc1 (configuration not stated)	-1	-3	8	-2	-13	0.8	-1	-0.9	1	6
Brc1cnc(N2CCCCC2)nc1N1CCOCC1	-4	1	-1	1	-3	-0.2	-3	0.0	1	-2
Cc1ccccc1C(=O)Nc1nc(-c2cccnc2)cs1	17	12	4	-7	2	0.2	-5	0.7	-3	0
COc1cccc(NC(=O)CN(Cc2ccccc2)S(C)(=O)=O)c1	-2	-3	0	-1	-3	-0.2	1	3.8	0	-3
CN(Cc1ccccc1)CC1CCCN(CCc2ccccc2F)C1 (configuration not stated)	-8	4	6	-1	-6	0.0	-4	3.0	-3	6
